PAFAH1B2 inh – blocks human PAF acetylhydrolase 1b catalytic subunit 2; P68402; recombinant PAFAH1B2, FP-rhodamine activity probe, fluorescence polarization; inhibition, % at 3.39 µM; hit rate 1.2% among 340,000; AID 492953;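 active = inhibition above the mean of all tested compounds plus 3 SD, cut at about 24% in these data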;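 also: 0% = enzyme with DMSO and 100% = wells lacking PAFAH1B2; many of its hits are not listed in these tables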
PAFAH2 FP inh – PAFAH2 (human) inhibition; hit rate 0.99% among 340,000; recombinant PAFAH2, FP-rhodamine activity probe, fluorescence polarization; inhibition, % at 3.39 µM;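 active = inhibition above the mean over all tested compounds plus 3 SD, cut at about 30% in these data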;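 also: inhibitors block probe labeling of enzyme so polarization drops; 0% = enzyme with DMSO and 100% = wells lacking PAFAH2 protein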
LYPLA1 inh – LYPLA1 (human) inhibition in PME1 counter-screen | hit rate 0.16% among 320,000 | inhibition, % at 5.9 µM | O75608 | recombinant LYPLA1, FP-Rh probe fluorescence polarization;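 active = inhibition above the mean of all tested compounds plus 3 SD, set per campaign, cut at about 14% in these data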;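 also: inhibitors block serine hydrolase probe labeling of LYPLA1 so polarization falls; 0% = enzyme with DMSO and 100% = wells lacking LYPLA1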
PREPL inhibitor – human PREPL enzyme inhibition; recombinant PREPL, fluorescence polarization activity-based probe; AID 2751; Q4J6C6; hit rate 0.68% among 320,000; inhibition, % at 5.96 µM; in the data active = inhibition above about 43%;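 also: 0% = enzyme with DMSO and 100% = wells lacking enzyme; many of its hits are not listed in these tables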
Target sequence (Q4J6C6 whole entry, looked up): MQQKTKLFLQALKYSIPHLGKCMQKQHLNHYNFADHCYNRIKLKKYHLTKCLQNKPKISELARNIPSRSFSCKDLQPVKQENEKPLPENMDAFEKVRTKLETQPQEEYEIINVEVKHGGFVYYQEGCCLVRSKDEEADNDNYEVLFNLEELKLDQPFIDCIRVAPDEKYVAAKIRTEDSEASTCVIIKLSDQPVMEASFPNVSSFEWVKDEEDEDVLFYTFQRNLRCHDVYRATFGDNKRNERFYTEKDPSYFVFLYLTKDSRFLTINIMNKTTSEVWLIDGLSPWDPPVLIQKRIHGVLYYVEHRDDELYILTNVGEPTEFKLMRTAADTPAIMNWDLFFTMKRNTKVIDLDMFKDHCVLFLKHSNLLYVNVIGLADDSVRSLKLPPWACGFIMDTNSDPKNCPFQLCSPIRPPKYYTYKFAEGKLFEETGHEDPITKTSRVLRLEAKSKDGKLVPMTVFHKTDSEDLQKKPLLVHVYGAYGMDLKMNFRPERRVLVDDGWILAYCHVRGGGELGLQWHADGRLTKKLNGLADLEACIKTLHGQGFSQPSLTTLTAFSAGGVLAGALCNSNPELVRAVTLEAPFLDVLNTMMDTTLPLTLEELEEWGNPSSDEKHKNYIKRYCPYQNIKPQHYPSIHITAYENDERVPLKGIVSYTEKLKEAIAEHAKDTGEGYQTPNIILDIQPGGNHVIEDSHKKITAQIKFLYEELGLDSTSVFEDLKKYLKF
PAFAH1B3 inh – inhibitors of human PAFAH1B3; Q15102; recombinant PAFAH1B3, FP-rhodamine probe, fluorescence polarization; inhibition, % at 3.39 µM; hit rate 0.28% among 340,000; AID 492972;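 active = inhibition above the screen-wide average of all tested compounds plus 3 SD, cut at about 25% in these data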;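 also: 0% = enzyme with DMSO only and 100% = wells lacking PAFAH1B3 protein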
GSTO1 counter – GSTO1 inhibition, counter-screen for RBBP9 inhibitors. AID 1974. recombinant GSTO1, activity-based probe fluorescence polarization. P78417. inhibition, % at 5.96 µM. hit rate 1.1% among 300,000;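 active = inhibition above the campaign mean inhibition plus 3 SD, cut at about 35% in these data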;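 also: 0% = GSTO1-1 with DMSO and 100% = wells lacking GSTO1-1 enzyme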
Target sequence (P78417 whole entry, looked up): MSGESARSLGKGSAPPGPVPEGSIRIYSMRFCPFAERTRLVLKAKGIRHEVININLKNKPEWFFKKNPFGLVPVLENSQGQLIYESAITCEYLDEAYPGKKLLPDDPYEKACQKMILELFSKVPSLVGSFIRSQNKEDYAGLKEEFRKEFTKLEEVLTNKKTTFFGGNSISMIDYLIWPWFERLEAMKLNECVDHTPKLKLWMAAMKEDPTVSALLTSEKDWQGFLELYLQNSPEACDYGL
PAD4 inh – PAD4 (human) enzyme inhibition; Q9UM07; recombinant PAD4, RCA probe fluorescence polarization; inhibition, % at 6.36 µM; hit rate 0.41% among 330,000; AID 485272;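 active = percent inhibition above a cutoff equal to the mean of all tested compounds plus 3 SD, cut at about 15% in these data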;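 also: 0% = PAD4 with RCA probe and DMSO and 100% = probe without PAD4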
pPAFAH inh – pPAFAH (human) enzyme inhibition | recombinant pPAFAH, FP-rhodamine probe fluorescence polarization | hit rate 1.5% among 330,000 | inhibition, % at 3.39 µM | Q13093;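 active = inhibition above the mean inhibition across the screen plus 3 SD, cut at about 25% in these data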;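 also: inhibitors block binding of the rhodamine activity-based probe so polarization drops; 0% = enzyme with DMSO and 100% = wells lacking pPAFAH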
LYPLA2 inh – counter-screen for PME1 inhibitors: inhibitors of human LYPLA2 | O95372 | recombinant LYPLA2, FP-Rh probe fluorescence polarization | inhibition, % at 5.9 µM | hit rate 0.38% among 320,000;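 active = inhibition above the screen-wide mean plus 3 SD, limit set per campaign, cut at about 26% in these data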;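 also: 0% = LYPLA2 with DMSO and 100% = wells lacking LYPLA2 enzyme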
* marks the source's active call; other numbers are inactive results.

O=c1cc(-c2ccccc2)[nH]c2[nH]n(-c3ccccc3)c(=O)c12 was read as PAFAH1B2 inh 3, PAFAH2 FP inh 0, LYPLA1 inh 3, PREPL inhibitor 10, PAFAH1B3 inh -4, GSTO1 counter 1, PAD4 inh 0, pPAFAH inh 21 and LYPLA2 inh 9.
Screening CCCCn1c(SCC(=O)Nc2ccc(NC(C)=O)cc2)nc2ccccc2c1=O returned PAFAH1B2 inh 1, PAFAH2 FP inh 1, LYPLA1 inh 2, PREPL inhibitor 5, PAFAH1B3 inh -10, GSTO1 counter 0, PAD4 inh -1, pPAFAH inh 4 and LYPLA2 inh 6.
For COc1ccc(S(=O)(=O)N2CCCCC2)cc1NC(=S)Nc1cccc(Cl)c1C the results were PAFAH1B2 inh -2, PAFAH2 FP inh -7, LYPLA1 inh -6, PREPL inhibitor 9, PAFAH1B3 inh 2, GSTO1 counter -6, PAD4 inh 4, pPAFAH inh -2 and LYPLA2 inh -8.
Screening CN(C)C=NC(=O)c1[nH]c2ccc(Cl)cc2c1-c1ccccc1 returned PAFAH1B2 inh -1, PAFAH2 FP inh 3, LYPLA1 inh -5, PREPL inhibitor 12, PAFAH1B3 inh -1, GSTO1 counter -5, PAD4 inh -1, pPAFAH inh 29* and LYPLA2 inh -2.
Screening CCCn1nc2cc(C(=O)NCC34CC5CC(CC(C5)C3)C4)ccc2c1OCC returned PAFAH1B2 inh 11, PAFAH2 FP inh 8, LYPLA1 inh 4, PREPL inhibitor 12, PAFAH1B3 inh 7, GSTO1 counter -2, PAD4 inh -6, pPAFAH inh 1 and LYPLA2 inh 7.
CCOC(=O)c1cccc(NC(=O)c2cnc3ccccc3n2)c1 was read as PAFAH1B2 inh -1, PAFAH2 FP inh -5, LYPLA1 inh 1, PREPL inhibitor 0, PAFAH1B3 inh 8, GSTO1 counter -7, PAD4 inh -1, pPAFAH inh 8 and LYPLA2 inh 6.
COc1ccc(CNC(=O)CN(C(=O)c2csnn2)c2ccccc2F)cc1 was read as PAFAH1B2 inh 0, PAFAH2 FP inh 8, LYPLA1 inh 2, PREPL inhibitor 12, PAFAH1B3 inh -2, GSTO1 counter 5, PAD4 inh 1, pPAFAH inh -1 and LYPLA2 inh 1.
C/C=C/CSc1nc2c(c(=O)[nH]c(=O)n2C)n1C(C)C was read as PAFAH1B2 inh 3, PAFAH2 FP inh 0, LYPLA1 inh 1, PREPL inhibitor 11, PAFAH1B3 inh 0, GSTO1 counter 0, PAD4 inh -4, pPAFAH inh 1 and LYPLA2 inh 10.
O=C(CSc1nnc(NC(=O)C2CC(=O)N(c3ccccc3)C2)s1)NCC1CCCO1 (centres undefined) was read as PAFAH1B2 inh 3, PAFAH2 FP inh 0, LYPLA1 inh 6, PREPL inhibitor 3, PAFAH1B3 inh 8, GSTO1 counter -3, PAD4 inh -2, pPAFAH inh 5 and LYPLA2 inh 9.
For O=C(CSc1nnc(NC(=O)C2CCC2)s1)NC1CC1 the results were PAFAH1B2 inh 5, PAFAH2 FP inh -10, LYPLA1 inh -3, PREPL inhibitor 17, PAFAH1B3 inh -1, GSTO1 counter 0, PAD4 inh -10, pPAFAH inh 1 and LYPLA2 inh -6.
`Cc1ccc2c(c1C)NC(C)CC2C` (centres undefined) gave PAFAH1B2 inh 0, PAFAH2 FP inh -2, LYPLA1 inh 1, PREPL inhibitor -6, PAFAH1B3 inh -2, GSTO1 counter -1, PAD4 inh -1, pPAFAH inh 3 and LYPLA2 inh -2.
Screening C/C(=N\NC(=O)c1nn(C)cc1Br)c1ccc(NC(=O)c2ccncc2)cc1 returned PAFAH1B2 inh -1, PAFAH2 FP inh 6, LYPLA1 inh 1, PREPL inhibitor 1, PAFAH1B3 inh -1, GSTO1 counter -1, PAD4 inh -8, pPAFAH inh -5 and LYPLA2 inh -1.
Screening CCCCN(C)C(=O)c1nc2ccccn2c1CN1CCN(C(=O)c2cccs2)CC1 returned PAFAH1B2 inh 2, PAFAH2 FP inh -2, LYPLA1 inh -4, PREPL inhibitor 7, PAFAH1B3 inh 7, GSTO1 counter 8, PAD4 inh 4, pPAFAH inh 0 and LYPLA2 inh -4.
Screening COc1ccc(/C=C(/NC(=O)c2ccco2)C(=O)Nc2cccc(C(=O)O)c2)cc1 returned PAFAH1B2 inh 3, PAFAH2 FP inh -11, LYPLA1 inh 1, PREPL inhibitor -13, PAFAH1B3 inh 7, GSTO1 counter 3, PAD4 inh -4, pPAFAH inh 5 and LYPLA2 inh 0.
Screening Cc1ccnc2nc(C(=O)Nc3nccs3)nn12 returned PAFAH1B2 inh 2, PAFAH2 FP inh 1, LYPLA1 inh -3, PREPL inhibitor 5, PAFAH1B3 inh 8, GSTO1 counter 7, PAD4 inh 3, pPAFAH inh -5 and LYPLA2 inh -4.
Screening CCCC(=O)c1c[nH]c(C(=O)NCc2cccnc2)c1 returned PAFAH1B2 inh 5, PAFAH2 FP inh 0, LYPLA1 inh -4, PREPL inhibitor 3, PAFAH1B3 inh 4, GSTO1 counter 12, PAD4 inh 3, pPAFAH inh 5 and LYPLA2 inh -12.
`O=C(NCC(c1ccc(F)cc1)N1CCOCC1)c1ccc(Br)o1` (centres undefined) gave PAFAH1B2 inh 5, PAFAH2 FP inh 1, LYPLA1 inh 2, PREPL inhibitor 1, PAFAH1B3 inh 3, GSTO1 counter -2, PAD4 inh -9, pPAFAH inh -3 and LYPLA2 inh -1.
COc1ccc(CNc2nnnn2C)cc1 was read as PAFAH1B2 inh 2, PAFAH2 FP inh 4, LYPLA1 inh 1, PREPL inhibitor 9, PAFAH1B3 inh 8, GSTO1 counter 2, PAD4 inh 1, pPAFAH inh -9 and LYPLA2 inh -5.
`COc1ccccc1C(=O)C1CCCN(Cc2ccc3c(c2)OCCO3)C1` (centres undefined) gave PAFAH1B2 inh 5, PAFAH2 FP inh 3, LYPLA1 inh -4, PREPL inhibitor 13, PAFAH1B3 inh 4, GSTO1 counter 5, PAD4 inh 7, pPAFAH inh 4 and LYPLA2 inh 0.
For O=C(O)CCC(=O)Nc1ccc(Cc2ccc(NC(=O)CCC(=O)O)cc2)cc1 the results were PAFAH1B2 inh 1, PAFAH2 FP inh 0, LYPLA1 inh -2, PREPL inhibitor 6, PAFAH1B3 inh 4, GSTO1 counter 0, PAD4 inh -1, pPAFAH inh -2 and LYPLA2 inh -1.
For CC(=O)c1ccc(OCCCC(=O)Nc2ccc3c(c2)OCCO3)cc1 the results were PAFAH1B2 inh -2, PAFAH2 FP inh -1, LYPLA1 inh 2, PREPL inhibitor 11, PAFAH1B3 inh 1, PAD4 inh -7, pPAFAH inh 4 and LYPLA2 inh 1.
`C=CCNC(=O)c1sc(SC)cc1-c1ccc(Cl)cc1` gave PAFAH1B2 inh -1, PAFAH2 FP inh 2, LYPLA1 inh 21*, PREPL inhibitor 2, PAFAH1B3 inh 0, GSTO1 counter 19, PAD4 inh 2, pPAFAH inh 10 and LYPLA2 inh 16.
`Nc1ccc(Cl)cc1/C(=N/O)c1ccccc1` gave PAFAH1B2 inh 8, PAFAH2 FP inh -4, LYPLA1 inh -1, PREPL inhibitor -7, PAFAH1B3 inh -5, GSTO1 counter 14, PAD4 inh 4, pPAFAH inh 3 and LYPLA2 inh -3.
`O=C(COC(=O)c1ccc(CO)cc1)Nc1ccc2ccccc2c1` gave PAFAH1B2 inh 0, PAFAH2 FP inh 80*, LYPLA1 inh -3, PREPL inhibitor -3, PAFAH1B3 inh -1, PAD4 inh -4, pPAFAH inh -6 and LYPLA2 inh -9.
Screening Cc1c(C(=O)NCc2ccco2)cccc1[N+](=O)[O-] returned PAFAH1B2 inh -4, PAFAH2 FP inh 4, LYPLA1 inh 0, PREPL inhibitor -3, PAFAH1B3 inh 2, GSTO1 counter -1, PAD4 inh 0, pPAFAH inh 1 and LYPLA2 inh 2.
O=C(CNC(=O)c1ccc(Cl)cc1)c1ccc(Br)cc1 was read as PAFAH1B2 inh 5, PAFAH2 FP inh 4, LYPLA1 inh 2, PREPL inhibitor 3, PAFAH1B3 inh 8, GSTO1 counter 1, PAD4 inh -9, pPAFAH inh 8 and LYPLA2 inh 10.
CCC1(COC(NC(=O)c2cccnc2)(C(F)(F)F)C(F)(F)F)COC1 was read as PAFAH1B2 inh 7, PAFAH2 FP inh -3, LYPLA1 inh 2, PREPL inhibitor 4, PAFAH1B3 inh 6, GSTO1 counter -2, PAD4 inh -1, pPAFAH inh 2 and LYPLA2 inh 8.
For Cc1ccc(NC(=O)c2ncn(CC(=O)N[C@H](CO)Cc3c[nH]c4ccccc34)n2)cc1C the results were PAFAH1B2 inh 3, PAFAH2 FP inh -7, PAFAH1B3 inh -1, PAD4 inh 2 and pPAFAH inh 4.
Screening Cc1ccc(CNC(=O)COC(=O)c2cnccn2)cc1 returned PAFAH1B2 inh 3, PAFAH2 FP inh 1, LYPLA1 inh 1, PREPL inhibitor 1, PAFAH1B3 inh 8, GSTO1 counter 5, PAD4 inh 0, pPAFAH inh 0 and LYPLA2 inh -2.
Screening O=C(CCNS(=O)(=O)c1ccc(Cl)cc1)NCc1cccs1 returned PAFAH1B2 inh 16, PAFAH2 FP inh -1, LYPLA1 inh 2, PREPL inhibitor 11, PAFAH1B3 inh 4, GSTO1 counter -3, PAD4 inh -5, pPAFAH inh -1 and LYPLA2 inh -3.
Screening O=C(NC1CCCCCC1)c1ccc2nc3cc(Cl)ccc3c(=O)n2c1 returned PAFAH1B2 inh 6, PAFAH2 FP inh -11, LYPLA1 inh 0, PREPL inhibitor -9, PAFAH1B3 inh 6, GSTO1 counter 11, PAD4 inh 3, pPAFAH inh 2 and LYPLA2 inh 4.
Screening Clc1cccc(-c2nc(NCC3CCCO3)c3ccccc3n2)c1 (centres undefined) returned PAFAH1B2 inh 0, PAFAH2 FP inh -7, LYPLA1 inh -9, PREPL inhibitor -6, PAFAH1B3 inh -8, GSTO1 counter -12, PAD4 inh 0, pPAFAH inh -1 and LYPLA2 inh -9.
`N#C/C(=C\c1ccc(OC(=O)c2ccc(Cl)s2)cc1)c1nc2ccccc2[nH]1` gave PAFAH1B2 inh -16, PAFAH2 FP inh -17, LYPLA1 inh -10, PREPL inhibitor 41, PAFAH1B3 inh -30, GSTO1 counter 9, PAD4 inh 1, pPAFAH inh 7 and LYPLA2 inh -8.
CC1Sc2ccc(C(=O)Nc3cc(S(C)(=O)=O)ccc3Cl)cc2NC1=O (centres undefined) was read as PAFAH1B2 inh -6, PAFAH2 FP inh -1, LYPLA1 inh -6, PREPL inhibitor 10, PAFAH1B3 inh -3, PAD4 inh 1, pPAFAH inh -1 and LYPLA2 inh -8.
For O=C(Nc1ccccc1)c1ccc2nc(-c3ccco3)c(-c3ccco3)nc2c1 the results were PAFAH1B2 inh 13, PAFAH2 FP inh 27, LYPLA1 inh -22, PREPL inhibitor 42, PAFAH1B3 inh 21, GSTO1 counter 57*, PAD4 inh -19, pPAFAH inh 66* and LYPLA2 inh -14.
COc1ccc(/C(O)=C2/C(=O)C(=O)N(CC3CCCO3)C2c2ccc(O)c(OC)c2)cc1 (centres undefined) was read as PAFAH1B2 inh 2, PAFAH2 FP inh 3, LYPLA1 inh 0, PREPL inhibitor -1, PAFAH1B3 inh 4, GSTO1 counter 5, PAD4 inh 3, pPAFAH inh 1 and LYPLA2 inh -4.
CN(C(=O)COC(=O)c1ccc(Cl)c(S(=O)(=O)N2CCCCCC2)c1)C1CCS(=O)(=O)C1 (centres undefined) was read as PAFAH1B2 inh 3, PAFAH2 FP inh 4, PREPL inhibitor 16, PAFAH1B3 inh 2, PAD4 inh 5 and pPAFAH inh 1.

Some of the compounds tested, so the mix of outcomes need not match the whole.
